Screens: PubChem, several laboratories
S1P3 ag = activates the human S1P3 receptor; S1P3 NFAT-BLA reporter cells, agonism, FRET ratio; relative to 1 µM S1P, basal subtracted; activation, % at 4.5 µM; 60,000 tested, 0.1% active; Q99500;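 active means activation above the screen-wide mean plus 3 SD, cut at about 4.5% in these data, passing the limit was not always enough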; further: some compounds called inactive have numbers as strong as hits
Target sequence (Q99500 whole entry, looked up): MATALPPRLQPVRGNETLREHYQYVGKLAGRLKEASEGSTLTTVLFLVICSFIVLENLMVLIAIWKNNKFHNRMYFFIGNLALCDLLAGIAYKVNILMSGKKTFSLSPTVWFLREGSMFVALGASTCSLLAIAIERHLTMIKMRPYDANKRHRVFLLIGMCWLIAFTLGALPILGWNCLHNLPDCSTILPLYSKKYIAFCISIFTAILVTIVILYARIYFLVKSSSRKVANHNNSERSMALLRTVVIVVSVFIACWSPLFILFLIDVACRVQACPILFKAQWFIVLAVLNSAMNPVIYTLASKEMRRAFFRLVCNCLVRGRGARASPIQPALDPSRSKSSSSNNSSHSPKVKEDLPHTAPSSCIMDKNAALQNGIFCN
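material = human S1P3 NFAT-BLA reporter CHO cells | schedule = 4 h compound at 37 °C, 2 h substrate at RT | measured by = fluorescent BLA substrate, ex 405 nm, em 460/535 nm ratio | controls = 1 µM S1P reference | replication = primary once, confirmation triplicate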
5HT1E ag = agonists of human 5-HT1E serotonin receptor | P28566 | CHO 5-HT1E Ga15 NFAT-bla reporter, FRET; 0% DMSO wells, 100% control agonist wells | activation, % at 6 µM | 65,000 tested, 0.69% active;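 active means activation above a set limit, the screen-wide mean activation plus 3 SD, cut at about 8.5% in these data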;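 further: 100% = positive control agonist at 1 µM giving full maximal response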
Target sequence (P28566 whole entry, looked up): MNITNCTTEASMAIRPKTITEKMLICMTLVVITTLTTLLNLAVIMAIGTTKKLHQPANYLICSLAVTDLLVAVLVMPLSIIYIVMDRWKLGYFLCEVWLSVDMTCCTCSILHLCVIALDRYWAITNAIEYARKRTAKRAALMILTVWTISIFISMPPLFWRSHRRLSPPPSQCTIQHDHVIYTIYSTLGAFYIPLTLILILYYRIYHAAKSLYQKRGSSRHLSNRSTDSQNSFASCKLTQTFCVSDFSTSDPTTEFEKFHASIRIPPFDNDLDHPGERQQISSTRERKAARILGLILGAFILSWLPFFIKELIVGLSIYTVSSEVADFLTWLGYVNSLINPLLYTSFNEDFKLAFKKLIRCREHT
S1P1 ag pot = activates or potentiates agonism at human S1P1 receptor | activation, % at 9.5 µM | S1P1 CRE-bla cells, forskolin, beta-lactamase FRET, potentiator mode; S1P1 agonist co-added at EC20, 2 nM; 100% = saturating reference agonist, 0% = basal | P21453 | 56,000 tested, 0.57% active;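 active means activation above a cutoff set at the mean activation of all tested compounds plus 3 SD, cut at about 54% in these data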;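 further: forskolin at 4 µM as EC80 and the EC20 agonist is SEW2871; 100% = SEW2871 at its EC100 plus forskolin at EC80; some compounds past the cut are filed as inactive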
5-HT1A blocker = blocks the human serotonin 5-HT1a receptor. P08908. CHO 5-HT1a Ga15 NFAT-bla reporter, antagonist mode. inhibition, % at 10 µM. 62,000 tested, 0.68% active. AID 612;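 active means inhibition above the mean of all tested compounds plus 3 SD, cut at about 43% in these data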;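 further: receptor stimulated by 5-CT agonist at 100 nM near EC80; beta-lactamase reporter measured by ratiometric fluorescence of a cleavable substrate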
SF1 activator = activates the human nuclear receptor SF-1 | Q13285 | CHO-K1 Gal4-SF-1 LBD luciferase reporter; % increase over DMSO SF-1-specific signal | activation, % at 10 µM | 65,000 tested, 1.9% active;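 active means activation above the mean activation of all tested compounds plus 3 SD, cut at about 50% in these data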
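Material: CHO-K1 cells with Gal4–hSF-1 LBD chimera plus Gal4-driven luciferase / Input: 4,000 CHO-K1 cells per well / Incubation: compound exposure 20 h at 37 °C / Signal: luminescence read 15 min after SteadyLite luciferase reagent, after room-temperature equilibration / Read-out: percent activation versus DMSO / Benchmarks: DMSO negative control and −SF1 background wells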
AP ELISA ortho = orthogonal test for alternative complement pathway inhibitors; Human serum alternative complement pathway, LPS-coated ELISA, C3 deposition; tested in compound mixtures; inhibition, % at 5 µM; 62,000 tested, 0.08% active; AID 1235;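 active means inhibition above 30% in each of the two pooled mixtures holding the compound, so the lower value exceeds 30%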;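 further: 0% = serum in Mg-EGTA without compound and 100% = EDTA serum blank; some compounds past the cut are filed as inactive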
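Test system – human serum alternative complement pathway, C3 deposition on LPS-coated wells · Buffer or medium – diluted human serum in Mg2+-EGTA GVB++ · Compound dosing – 5 µM each compound, pools of ten, 50 µM per pool · Schedule – 1 h serum-compound exposure at 37 °C · Measured by – Anti-C3 ELISA, OD 450 nm · Read-out basis – percent inhibition of C3 deposition onto LPS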
Ecoli tolC = growth inhibitors of E. coli BW25113 tolC mutant; OD615; growth inhibition, % at 10 µM (by protocol); 65,000 tested, 2.2% active; AID 573;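 active means growth inhibition at or above a cutoff equal to the mean over every tested compound plus 3 SD, cut at about 60% in these data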;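 further: growth measured after 20 h incubation at 37 °C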
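Test system: E. coli BW25113 ΔtolC::kan bacteria; incubation: 37 °C, 20 h exposure; medium: LB broth supplemented with 50 µg/mL kanamycin; read-out basis: percent growth inhibition; signal: A615 absorbance measurement; compound: 10 µM final, single dose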
5HT1E antag = 5-HT1E (human) receptor antagonism; CHO 5-HT1E Ga15 NFAT-bla reporter, FRET, antagonist; inhibition, % at 6 µM; 65,000 tested, 0.99% active;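 active means inhibition above a set limit, the mean inhibition across every tested compound plus 3 SD, cut at about 29% in these data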;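 further: signal is the 460 over 535 nm emission ratio of beta-lactamase substrate; 0% = agonist plus DMSO wells and 100% = wells without agonist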
RORa activator = RORA (human) activation; P35398; CHO-K1 Gal4-RORA LBD luciferase reporter, luminescence; percent increase over mock-subtracted basal signal; activation, % at 10 µM; 65,000 tested, 1.5% active;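 active means activation above the mean of all tested compounds plus 3 SD, cut at about 49% in these data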;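 further: 0% = DMSO-treated RORA cells and 100% = added signal equal to DMSO minus mock-transfected cells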
* hit, by the source's call; x = not tested or not shown.

SMILES	S1P3 ag	5HT1E ag	S1P1 ag pot	5-HT1A blocker	SF1 activator	AP ELISA ortho	Ecoli tolC	5HT1E antag	RORa activator
Cc1ccc(-n2ncc3c(NCCCN4CCCC4=O)ncnc32)c(C)c1	-4.7	8.0	-3	x	8	x	10	13	-18
O=C(O)CN1CCN(Cc2ccccc2Cl)C1=O	-0.3	0.5	-22	1	1	16	-14	-4	-4
Cc1cccc(C)c1NC(=O)N1CCC(N2CCCCC2)CC1	0.3	-0.8	1	2	-15	16	-22	-8	-1
O=C(NCCN1CCN(c2ccccc2)CC1)c1cccc(Br)c1	-0.1	0.1	7	32	-16	7	11	7	8
COCCn1c(C)cc(C(=O)CN2C(=O)NC3(CCCCCCC3)C2=O)c1C	-0.6	-0.7	22	1	42	13	0	6	47
CC(O)Cc1nsc(NC(=O)c2ccc(Br)o2)n1 (centres undefined)	x	-0.2	x	6	6	-5	-2	4	-23
c1ccc(-n2ncc3c2ncn2c(C4CCCCC4)nnc32)cc1	x	0.2	x	-3	14	14	7	-3	2
COc1ccc(NC(=O)c2ccc(NS(=O)(=O)c3c(C)noc3C)cc2)cc1OC	0.1	-0.8	0	-9	4	9	-5	0	-1
O=C(Cn1nnc(-c2ccccc2)n1)NCc1cccs1	-0.7	-0.1	-15	7	-1	4	-16	0	-16
COc1ccc(OCCCC(=O)Nc2nncs2)cc1	x	1.7	x	-11	-3	-2	-2	-7	6
CCC(=O)Nc1ccc(NC(=O)Cc2ccccc2)cn1	-0.9	-1.4	-7	-3	8	11	-7	-10	3
C=CCn1c(SCc2csc(C)n2)nc2sc3c(c2c1=O)CCCCC3	-0.7	-0.9	-15	14	1	5	38	10	-5
O=C(c1ccco1)N1CCN(c2ncnc3sc4c(c23)CCC4)CC1	-1.5	1.9	34	-2	-19	8	23	5	-14
COC(=O)c1ccc(NC(=O)CCN2CCCCC2)cc1	-0.1	-0.3	-7	10	10	-6	-39	-17	-2
C=CCn1c(SCC(=O)Nc2ccccc2)nnc1-c1cccc(S(=O)(=O)N2CCOCC2)c1	0.4	-0.2	8	2	19	-1	-10	-8	8
N#CCSC1=Nc2ccccc2C2=NC(CCC(=O)N3CCN(c4ccccc4)CC3)C(=O)N12 (centres undefined)	x	-0.8	x	0	-1	10	3	5	-26
COc1ccc(CCN(C)C(=O)C2CCCN(Cc3ccc(OC)c(OC)c3)C2)cc1OC (centres undefined)	-0.2	2.5	0	15	6	-4	1	11	4
CCC(C)[C@@H](C(=O)Nc1ccc2c(c1)OCO2)N1Cc2ccccc2C1=O (some centres undefined)	-0.5	0.5	0	26	1	18	19	-3	14
CCOC(=O)c1ccc(NC(=O)CN2CCc3ccccc3C2)cc1	-0.9	0.2	5	17	5	3	39	10	-12
Cc1ccc(NC(=O)Cn2cnc3c(cnn3C(C)(C)C)c2=O)cc1	-0.2	-1.0	-8	-11	6	14	17	-5	3
COc1cc(NC(=O)C(C)Oc2ccccc2)cc(OC)c1 (centres undefined)	0.7	-0.7	-11	0	-15	0	6	1	-16
O=C(CSc1nnc(COc2ccc(Cl)cc2)o1)OC1CCCCC1	-1.1	-0.6	-6	8	-8	7	11	9	8
CN1C(=O)C(O)(CC(=O)c2ccc3c(c2)OCO3)c2ccccc21 (centres undefined)	0.9	-0.4	-7	-5	3	5	-17	4	-29
CC(C)(C)c1ccccc1OCCN1CCCC1	0.1	0.5	-17	0	-18	23	-14	-4	-18
COC(=O)[C@H](C)NC(=O)Nc1ccccc1C(F)(F)F	1.7	4.9	-1	1	7	9	-24	-6	6
CC(=O)c1cccc(NC(=O)c2oc(C)nc2C)c1	0.2	0.3	0	-10	1	13	-14	-1	-12
Cc1cccc(N2CCN(CC(=O)NCC3CCCCC3)CC2)c1C	-0.2	1.1	2	16	8	0	34	-14	3
CC(C)(C)OC(=O)N1CCC(C(=O)N2CCOCC2)CC1	-1.3	0.0	-8	0	25	6	-25	-12	12
Cc1nnc(NC2=NCCC2)o1	0.7	0.2	-9	-2	-5	6	-26	-6	-8
CC(=O)NC(Cc1cnc[nH]1)C(=O)O (centres undefined)	-1.7	0.3	8	-5	-5	2	-3	-7	-7
Cc1cc(C(=O)Nc2c(F)cc(F)cc2Br)c(C)o1	-0.3	0.8	4	-1	7	17	-9	-6	-18
O=C(NCCc1cn2ccccc2n1)c1ccccc1F	-0.4	-0.8	-20	-6	0	7	1	-1	-15
CCc1c(C(=O)Nc2ccncc2)csc1C	-0.1	-0.3	9	-3	-1	-2	-3	-4	8
N#CCSc1nnc(C2CCCCC2)n1-c1ccccc1	x	-0.6	x	-11	12	2	-10	5	0
COc1ccc(CNS(=O)(=O)c2ccc3oc(C(=O)O)c(C)c3c2)cc1	-1.2	-0.2	-3	10	-15	9	0	2	-12
COc1ccc2nc(NC(=O)CN(c3ccc(C)cc3)S(=O)(=O)c3c(C)nn(C)c3C)sc2c1	-0.7	0.4	-11	19	-5	3	55	5	-5
Cc1ccc(S(=O)(=O)C2(C(=O)Nc3cccc(F)c3)CC2)cc1	0.0	0.3	0	-4	3	9	-2	-2	0
CCOC(=O)C1CCCN(c2c(N3CCN(C4CCCCC4)CC3)c(=O)c2=O)C1 (centres undefined)	-0.3	-1.1	-12	6	1	7	-8	7	-12
CCc1nnc(SCc2ccc(OC)c(Br)c2)n1N	-0.1	-0.8	-20	8	0	12	-8	10	10
c1ccc(-c2noc(-c3cccc4ccccc34)n2)nc1	-0.9	0.0	x	27	17	24	53	-6	-11
CCOC(=O)c1ccc(NS(=O)(=O)c2cc(-c3nnnn3C(C)C)ccc2OC)cc1	-0.8	0.1	24	-9	-16	10	-3	7	2
CCOC(=O)N1CCC(Nc2ncnc3c2cnn3-c2ccccc2)CC1	-0.1	0.3	-10	4	15	4	40	-6	1
C=CCOc1c(Br)cc(CNn2nnnc2N)cc1OC	-1.1	-1.0	6	8	3	7	-7	1	-26
CCOC(=O)c1ccccc1NC(=O)CN(c1cccc(OC)c1)S(C)(=O)=O	0.1	1.3	x	-4	-18	4	11	-3	-3
COc1cc(C(=O)NCc2nnc(SCC(=O)Nc3cc(C)cc(C)c3)o2)cc(OC)c1OC	x	0.6	x	7	12	10	-12	6	-16
Cc1sc2ncnc(OCC(=O)N3CCN(S(=O)(=O)c4ccc(Cl)cc4)CC3)c2c1C	0.3	-0.4	8	-14	-3	1	11	7	-17
CCc1nnc(NC(=O)c2nc3nccc(C)n3n2)s1	-0.2	0.1	-1	-2	-7	10	3	0	-12
COC(=O)CCC(=O)COc1ccc(OC)cc1C#N	-1.1	0.5	9	5	-4	12	-5	5	-12
Cc1onc(-c2ccccc2Cl)c1C(=O)NCC1CCCO1 (centres undefined)	-1.1	-0.3	2	-2	-25	11	1	-5	-1
Fc1ccccc1C(c1nnnn1Cc1ccc2c(c1)OCO2)N1CCN(Cc2ccco2)CC1 (centres undefined)	0.7	0.9	10	3	-10	3	17	2	-4
CCn1c(SCC(=O)c2cccs2)nnc1-c1ccco1	-0.3	0.2	-37	6	54*	5	-10	-4	7
COc1cc(NC(=O)c2ccc(COCC(F)(F)F)o2)cc(OC)c1OC	-0.6	-0.4	8	-3	4	12	-9	-6	-4
CCCCNC(=O)CCC(=O)Nc1ccc2nc(N3CCOCC3)cc(C)c2c1	-1.0	-0.3	-7	6	11	11	-16	18	9
O=C(c1cc2ccccc2oc1=O)N(Cc1ccco1)Cc1cccs1	-0.8	-0.5	2	-5	0	16	18	-6	-15
CC(NC(=O)c1cccnc1)C(=O)N1CCCCC1 (centres undefined)	-0.7	-0.6	10	2	-3	6	-22	-2	15
O=C(Cn1cnc2c(cnn2-c2ccccc2)c1=O)N1CCOCC1	-1.0	-0.7	-7	-10	4	15	-8	-2	-12
CCN(Cc1nc2ccccc2c(=O)[nH]1)Cc1cc(=O)oc2cc(C)c(C)cc12	-0.7	0.3	-27	-9	6	-2	6	-2	22
Cc1ncc(CO)c2cc(S(=O)(=O)c3ccc(F)cc3)c(=O)oc12	-0.4	1.8	2	-2	8	12	-17	0	10
O=C(Nc1ccc2oc(Cc3ccc(Cl)cc3)nc2c1)c1cccnc1	-1.5	0.9	31	3	17	12	69*	3	-10
Cc1ccccc1Cn1cc(NC(=O)c2cc(-c3cccs3)on2)cn1	-1.2	-0.2	-53	3	21	4	-12	-2	2

Record cards, as listed above. Order of screens: S1P3 ag | 5HT1E ag | S1P1 ag pot | 5-HT1A blocker | SF1 activator | AP ELISA ortho | Ecoli tolC | 5HT1E antag | RORa activator
Listed for `CCOC(=O)c1ccc(NC(=O)CN2CCc3ccccc3C2)cc1` : -0.9 | 0.2 | 5 | 17 | 5 | 3 | 39 | 10 | -12
Listed for `c1ccc(-n2ncc3c2ncn2c(C4CCCCC4)nnc32)cc1` : x | 0.2 | x | -3 | 14 | 14 | 7 | -3 | 2
Listed for `O=C(Nc1ccc2oc(Cc3ccc(Cl)cc3)nc2c1)c1cccnc1` : -1.5 | 0.9 | 31 | 3 | 17 | 12 | 69* | 3 | -10
Listed for `C=CCOc1c(Br)cc(CNn2nnnc2N)cc1OC` : -1.1 | -1.0 | 6 | 8 | 3 | 7 | -7 | 1 | -26

Continued.
SMILES	S1P3 ag	5HT1E ag	S1P1 ag pot	5-HT1A blocker	SF1 activator	AP ELISA ortho	Ecoli tolC	5HT1E antag	RORa activator
CC1(C)Cc2noc(N)c2C(C)(C)N1OC(=O)c1scc2c1OCCO2	-1.0	0.0	6	-2	0	-6	1	-6	-4
COc1cc(NC(=O)Cc2cccs2)ccc1-n1cnnn1	0.6	-1.7	-10	14	-5	15	-11	1	-17
CS(=O)(=O)N1CCN(c2ccccc2NC(=O)Cc2ccc(Cl)cc2)CC1	-1.2	0.2	10	33	-4	6	11	0	-26
CCOC(=O)C1=C(C)NC2=C(C(=O)CC(C)(C)C2)C1c1ccc2c(c1)CCCN2C (centres undefined)	-0.6	-0.8	2	-1	9	20	26	-1	4
COc1ccc(-n2nc3cc(C)c(NC(=O)CC(C)C)cc3n2)cc1	1.4	0.0	0	-16	17	6	-23	-4	5
Cc1oc(-c2cccs2)nc1CS(=O)CC(=O)NC1CCCCCC1 (centres undefined)	-0.9	0.5	10	8	-4	0	5	0	-12
CCOC(=O)N1CCC(c2nc3ccccc3[nH]2)CC1	-0.5	-0.4	-5	-7	0	13	-16	-11	0
Cc1c(Cl)cccc1-n1ccnc1SCC(=O)O	0.6	-1.0	7	1	-5	-3	-4	-2	9
O=C(c1ccc(Cl)c(Cl)c1)N1CCOCC1	-0.9	-0.5	4	2	-7	2	-6	0	-3
